FBW7 act = human FBW7 E3 ligase activation, primary screen. AlphaScreen FBW7–phospho-cyclin E peptide binding, activator screen. Q969H0. 0.13% of 650,000 active. normalized activity (activation), % at 26.1 µM; in the data active = normalized activity above about 1.9%;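 also: purified mutant Fbw7 with reduced substrate affinity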
TEAD-YAP inh = TEAD-YAP interaction inhibition | HEK-TIYL cells, TEAD-Gal4/YAP UAS-luciferase luminescence | inhibition, % at 9.12 µM | 1.4% of 640,000 active | AID 1259422; in the data active = inhibition above about 32%;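 also: 0% = median of test compound wells and 100% = reference inhibitor wells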
MITF primary = blocks human microphthalmia-associated transcription factor. O75030. AlphaScreen MITF homodimerization, bead proximity signal. inhibition, % at 2.6 µM. 0.91% of 650,000 active. AID 1259374; in the data active = inhibition above about 50%;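 also: 0% = vehicle wells with protein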
Target sequence (O75030 whole entry, looked up): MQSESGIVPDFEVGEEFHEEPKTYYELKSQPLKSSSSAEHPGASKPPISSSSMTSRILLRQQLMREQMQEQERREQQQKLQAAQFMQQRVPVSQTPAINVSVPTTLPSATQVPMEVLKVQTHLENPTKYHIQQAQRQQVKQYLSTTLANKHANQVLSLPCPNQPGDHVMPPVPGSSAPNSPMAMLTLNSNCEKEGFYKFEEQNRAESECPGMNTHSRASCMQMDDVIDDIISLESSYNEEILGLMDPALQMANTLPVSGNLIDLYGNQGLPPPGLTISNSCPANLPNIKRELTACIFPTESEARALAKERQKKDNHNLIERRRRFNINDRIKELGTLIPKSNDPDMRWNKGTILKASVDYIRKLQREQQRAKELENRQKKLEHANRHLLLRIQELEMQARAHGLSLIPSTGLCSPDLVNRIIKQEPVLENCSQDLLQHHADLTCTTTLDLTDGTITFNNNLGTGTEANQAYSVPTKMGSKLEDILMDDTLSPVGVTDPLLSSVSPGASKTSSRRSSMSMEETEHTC
GPR151 ag = human GPR151 activation. 1% of 650,000 active. activation, % at 11.2 µM. AID 1508602. PathHunter beta-arrestin GPR151 cells, luminescence. Q8TDV0; in the data active = activation above about 4.9%;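 also: 0% = median of compound wells and 100% = cells with positive control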
Target sequence (Q8TDV0 whole entry, looked up): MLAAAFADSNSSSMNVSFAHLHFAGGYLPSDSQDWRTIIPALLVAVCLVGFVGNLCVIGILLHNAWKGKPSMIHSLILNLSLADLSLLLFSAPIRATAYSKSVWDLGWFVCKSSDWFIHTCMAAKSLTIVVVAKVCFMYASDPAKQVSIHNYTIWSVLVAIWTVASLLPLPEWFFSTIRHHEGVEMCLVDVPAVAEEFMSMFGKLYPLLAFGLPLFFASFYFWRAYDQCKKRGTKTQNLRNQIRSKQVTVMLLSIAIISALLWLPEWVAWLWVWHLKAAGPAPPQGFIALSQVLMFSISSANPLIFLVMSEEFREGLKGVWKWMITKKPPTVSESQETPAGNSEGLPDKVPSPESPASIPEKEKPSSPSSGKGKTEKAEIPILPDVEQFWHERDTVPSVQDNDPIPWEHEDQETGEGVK
Numbers without * were called inactive; & = joins results of further samples. Compounds as they come; overall some 3.4% were active at least once.

Each structure is followed by: FBW7 act, TEAD-YAP inh, MITF primary, GPR151 ag
- CCOC(=O)c1c(C)oc2ccc(N(C(=O)Oc3ccccc3)S(=O)(=O)c3ccc(C)cc3)cc12
→ 0.0, -2, 4, 0.0
- CCCc1cc(N2CCCC(C(=O)Nc3ccc4c(c3)OCO4)C2)n2ncnc2n1 (stereo unspecified)
→ 0.2, 8, -12, 0.0
- CCOc1ccc(C(=O)N[C@H](C(=O)O)C(C)C)cc1
→ 0.0, 5, 5, 1.4
- CN(C)S(=O)(=O)c1ccc(Cl)c(C(=O)NC2CCCCC2)c1
→ 0.0, -1, 12, -1.3
- CCN(CC)C(=O)CSc1nc2ccccc2n1CC(=O)NC1CCCCC1
→ 0.3, 9, 10, -1.3
- COc1cccc(CN2CCN(C(=O)c3cc(OC)cc(OC)c3)CC2)c1
→ -0.3, -5, 43, -1.3
- Oc1cccc(C(c2ccc3cccnc3c2O)N2CCCC2)c1 (stereo unspecified)
→ -1.3, 18, 39, 0.5
- COc1ccc(NC(=O)CCC(=O)N/N=C/c2cccc(Cl)c2)cc1
→ 0.0, 3, -11, 0.3
- CCOC(=O)c1sc(NC(=O)CSc2nnc(CNC(=O)c3ccccc3F)n2CCc2ccccc2)c(C(=O)OCC)c1C
→ 1.4, 2, -22, -0.6
- CN(CC(=O)Nc1ccc(Cl)cc1)S(=O)(=O)c1ccccc1
→ 0.0, -9, 2, 0.2
- CSc1ccccc1NC(=O)c1cnn2c(C(F)(F)F)cc(-c3cccs3)nc12
→ 0.8, 3, 75*, -0.8
- CC(=O)c1cccc(NC(=O)C2C(c3ccccc3)C2(Cl)Cl)c1 (stereo unspecified)
→ 0.1, 1, 0, 2.0
- CCOC(=O)C1=C(C)NC2=C(C(=O)c3ccccc32)C1c1ccc(OC(=O)c2ccc(C)cc2)cc1 (stereo unspecified)
→ -0.1, -5, -2, -0.3
- COc1ccccc1NC(=O)CSc1nc2ccc(NC(=O)c3ccc(C(C)(C)C)cc3)cc2s1
→ -0.2, 4, 5, 0.4
- CCN(CC)C(=O)/C(=C/c1cn(CC)c2ccccc12)NC(=O)c1ccc(OC)cc1
→ -0.1, -4, 14, 0.5
- CCCCSc1nc2c(c(=O)[nH]1)C(c1ccc(N(C)C)cc1)C1=C(CCCC1=O)N2 (stereo unspecified)
→ -0.1, 9, 3, -0.6
- Cc1ccc(CNC(=O)c2ccc3c(c2)NC(=O)C(CSCc2ccccc2Cl)N3)cc1 (stereo unspecified)
→ 0.2, -9, -3, 0.5
- Cc1ccc(C(=O)OCC(=O)c2ccc[nH]2)s1
→ 0.1, -6, 10, -1.4
- O=C(Nc1ccc2oc(-c3cc(I)ccc3Cl)nc2c1)c1ccc([N+](=O)[O-])o1
→ 0.2, 29, 16, -0.1
- Cc1ccc(Nc2ccc3ccccc3c2)cc1[N+](=O)[O-]
→ -0.3, -16, 4, 1.2
- CCCCC(=O)Nc1c(-c2ccccc2)nc2cc(C)ccn12
→ -0.1, -5, -5, -0.6
- O=Cc1cccn1-c1c(C(=O)O)cnn1-c1ccccc1
→ 0.0, -6, -3, 0.1
- CCC(C)(C)C(=O)Nc1ccc(C(N)=O)cc1
→ -0.1, 8, -8, 0.3
- Cc1ccc(Cl)c2sc(N3CCN(S(=O)(=O)c4cccs4)CC3)nc12
→ 0.0, 7, -4, -1.6
- CCCCOc1ccc(OCCCN2CCOCC2)cc1
→ 0.1&0.0, -6, -21&2, 0.1&1.9
- Cc1ccc(-c2c(Nc3ccccc3F)c(=O)c2=O)cc1C
→ 0.1, 49*, 3, 5.8*
- O=C(NCc1cccnc1)c1ccc(C#CC2(O)CCCCC2)cc1
→ 0.2, 11, 11, 0.8
- COc1ccc(C2C(=O)N(C3CCCCC3)CC(=O)N2Cc2ccccc2Cl)cc1 (stereo unspecified)
→ -0.1, -2, 0, -1.4
- CCOC(=O)C1=C(C)NC(C)=C(C(=O)OCC)C1c1cn(-c2ccccc2)nc1-c1ccc([N+](=O)[O-])cc1
→ 0.8, 4, -2, 0.1
- COc1ccc2nc(SCC(=O)Nc3ccc(N(C)C)cc3)c(C#N)cc2c1
→ 0.0, -3, 2, -0.2
- CN(C)S(=O)(=O)c1cc(C(=O)O)c(NC2CCCCC2)cc1Cl
→ 0.4, 7, 11, 0.0
- O=C(NCCN1CCOCC1)c1cccc(-n2ncc3cc(Nc4ccccc4F)ccc32)c1
→ -0.1, -6, 3, 0.7
- COC(=O)CN1C(=O)NC(c2ccccc2)(C(C)(C)C)C1=O (stereo unspecified)
→ -0.1, 5, 6, -0.7
- O=C(Nc1nnc(-c2ccccc2Cl)s1)c1cccs1
→ 0.4, -15, 2, 0.5
- CCOc1ccc(NC(=O)c2ccccc2NC(=O)c2ccc(C)cc2)cc1
→ 0.1, -8, 8, 0.5
- Cc1sc2c(c1C)c(=O)n(-c1ccc(F)cc1)c(=O)n2CC(=O)NC1CCCC1
→ -0.1, -1, 2, -1.5
- CC1=C(C(=O)Nc2ccc(F)cc2F)C(c2ccc(N(C)C)cc2)C2=C(CCCC2=O)N1 (stereo unspecified)
→ -0.2, 9, -5, 0.4
- CC(Cc1ccccc1)NC(=O)c1cnc[nH]1 (stereo unspecified)
→ -1.2, 2, 14, 0.0
- CCCc1cc2c(=O)c(-c3ccc4c(c3)OCCCO4)c(C)oc2cc1OCC(N)=O
→ -0.1, -18, -1, 0.0
- CCOc1ccc(NC(=O)c2ccc(N3CC4CC(C3)c3cccc(=O)n3C4)c(NC(=O)c3c(F)cccc3F)c2)cc1 (stereo unspecified)
→ 0.0, -8, -8, -0.5
- Cc1ccc(S(=O)(=O)N2CCN(S(=O)(=O)c3ccc(C)c(Cl)c3)CC2)cc1
→ -0.1, 5, 3, -0.7
- COc1ccc(-c2nnc(Nc3ccccc3O)c3ccccc23)cc1
→ -0.2, -12, 6, 0.9
- O=C(NCc1ccco1)c1cc([N+](=O)[O-])ccc1Sc1nc2ccccc2[nH]1
→ 0.0, -4, 2, 0.8
- COc1ccc(C)cc1NC(=O)c1ccc(O)cc1
→ 0.2, 8, 10, 0.9
- O=C1N[C@H](CO)C(=O)N2CCN(C(=O)c3cccc(F)c3F)C[C@H]12
→ 0.9, 0, -18, 1.7
- CCc1cc2c(SCC(=O)NCc3ccccc3)ncnc2s1
→ -0.1, 5, -10, -2.5
- O=CNC1CCCc2c1[nH]c1ccc([N+](=O)[O-])cc21 (stereo unspecified)
→ -0.2, 4, -2, 1.5
- CCOC(=O)CNc1c(N(C)C2CCCCC2)c(=O)c1=O
→ -0.1, 1, 7, -0.6
- CNc1nc(NCc2ccco2)nc(N)c1[N+](=O)[O-]
→ -0.1, -13, 3, -1.3
- CSc1nnc(-c2cnccn2)n1Cc1ccccc1
→ 0.0, 6, -7, 1.4
- CC(C)(C)C(=O)COC(=O)c1ccc2nc(-c3ccccc3)c(-c3ccccc3)nc2c1
→ 0.2, 1, 4, 1.6
- COc1ccc(-c2nc3c(Nc4ccccc4)ncnc3n2C(C)C)cc1
→ 0.1, -40, 10, -0.5
- O=C(Nc1ccccc1Cl)c1ccc(Cl)cc1Cl
→ -0.1, -17, -2, 2.4
- CCC1C(=O)NCCN1Cc1ccc2c(c1)CN(Cc1c(C)nc3sccn13)CCO2 (stereo unspecified)
→ 0.0, 35*, -2, 1.6
- CCOc1ccc2nc(N3CCCC3C(=O)NCc3ccc4ncccc4c3)nc(C)c2c1 (stereo unspecified)
→ -0.1, 9, -18, 0.2
- O=C1C2C(c3ccccc3Cl)OC3(C(=O)c4ccccc4C3=O)C2C(=O)N1c1cccc(C(F)(F)F)c1 (stereo unspecified)
→ -0.2, -2, -1, 0.5
- COc1cc(-c2cc(C(N)=O)on2)ccc1OCc1ccccc1
→ 0.0, -33, 1, 0.0
- CC1CCCN(c2nc3ccccc3cc2C=O)C1 (stereo unspecified)
→ 0.0, -2, -1, 0.6
- CC1=C(c2ccc(C)cc2)S(=O)(=O)N=C1N1CCN(c2ccccn2)CC1
→ -0.1, -2, 2, -0.1
- COc1ccc(CCN=Cc2ccccc2[N+](=O)[O-])cc1OC
→ -0.1, 0, 1, 0.4

More results follow:
Each structure is followed by: FBW7 act, TEAD-YAP inh, MITF primary, GPR151 ag
- COc1ccc(S[C@@H]2C[C@@H](C(=O)NC3CC3)N(Cc3cc(OC)ccc3O)C2)cc1
→ -0.1, 6, 1, 0.2
- COc1ccc(C2C(C(=O)OCCOc3ccccc3)=C(C)NC3=C2C(=O)CCC3)cc1 (stereo unspecified)
→ 0.0, -1, 6, 0.5
- O=Cc1c(OS(=O)(=O)c2ccccc2[N+](=O)[O-])ccc2ccccc12
→ -0.2, 1, 8, 0.8
- COc1cc(CN2CCN(Cc3ccco3)CC2)cc(OC)c1OC
→ 0.3, 4, 71*, -0.6
- CSCCC(NS(=O)(=O)c1ccc(Cl)c(C(F)(F)F)c1)C(=O)O (stereo unspecified)
→ 0.1, 3, 7, -0.7
- CCCOc1ccc(/C(O)=C2\C(=O)C(=O)N(CCCN(C)C)C2c2ccccc2F)cc1C (stereo unspecified)
→ 0.1, -8, 5, -0.4
- O=C(NCc1ccco1)c1ccc(Cn2c(=S)[nH]c3cc4c(cc3c2=O)OCO4)cc1
→ -0.1, -3, -3, 0.0
- CSCCC(C(=O)NNC(=O)c1ccc(Cl)cc1)N1C(=O)c2ccccc2C1=O (stereo unspecified)
→ 0.1, -5, 20, -1.4
- Cc1cccc(C)c1OCCOc1ccc(/C=C2/C(=N)N3N=C(C(C)C)SC3=NC2=O)cc1
→ -0.1, 8, 1, -0.2
- COc1ccc(Cc2c(O)nc(SCC(=O)N3CCCCC3)[nH]c2=O)cc1
→ 0.4, 7, -1, 0.4
- CCCC1(CCC)NC(=O)N(CC(=O)Nc2ccc(OC)cc2)C1=O
→ -0.1, 8, -1, 1.8
- Cc1ccccc1-n1cc(-c2ccccc2)nc1SCC(=O)Nc1ccccc1Cl
→ 0.1, -1, 18, 0.9
- O=C(N[C@H]1C[C@H]2C(=O)N[C@@H](CO)C(=O)N2C1)c1cc(F)cc(F)c1
→ 0.1, 6, 5, -1.2
- COc1cc(C2Nc3ccc(Br)cc3C(c3ccccc3)O2)cc(Br)c1OC (stereo unspecified)
→ -0.1, 7, 2, 1.0
- c1ccc(-c2noc(-c3cc(-c4ccncc4)nc4ccccc34)n2)nc1
→ 0.1, 6, 12, -0.6
- O=C(NCc1ccccn1)c1nnc(Cc2cccc(Cl)c2)o1
→ 0.1, 1, 0, -0.3
- COc1ccc(-c2noc(CC(=O)Nc3ccccc3)c2-c2ccc(OC)cc2)cc1
→ 0.0, -4, 4, -0.9
- COc1cc(C(=O)N(Cc2cccs2)C2CCS(=O)(=O)C2)cc(OC)c1OC (stereo unspecified)
→ 0.0, 6, 8, 1.2
- C/C(N)=C(/C#N)C(=O)COC(=O)c1sc2cc(F)ccc2c1Cl
→ 0.1, -5, 10, -0.1
- CN1C(=O)/C(=C\c2ccc(C(=O)Nc3ccc(O)c(C(=O)O)c3)cc2)SC1=S
→ -0.1, -2, -16, 1.0
- Cc1nc(NCCNC(=O)c2ccc(Br)o2)cc(-n2cccn2)n1
→ 0.7, 11, -1, -0.8
- COc1cc(-c2nnc3sc(/C=C/c4ccccc4)nn23)cc(OC)c1OC
→ -0.2, -1, 9, -1.4
- O=C(Nc1ccccc1)c1csc(N2CCC(N3CCOCC3)CC2)n1
→ 0.0, -13, 9, 0.7
- Cc1cccc(NC(=O)c2cc(-c3cc(C(=O)Nc4cccc(C)c4)c4ccccc4n3)nc3ccccc23)c1
→ 0.1, 3, 1, 2.1
- O=C(Nc1c2c(nn1-c1cccc(Cl)c1)CSC2)c1ccccc1Br
→ -0.1, -7, -4, 3.4
- CCCc1ccc(OCCNC(=O)c2ccco2)cc1
→ 0.4, -61, -5, 0.1
- CC(C)Cn1c(N/N=C/c2ccc(O)cc2)nc2c1c(=O)[nH]c(=O)n2C
→ 0.4, 2, 24, -1.9
- CCCC(=O)Nn1cnc2c(c1=O)C1(CCCC1)Cc1ccccc1-2
→ -0.1, -7, -10, 0.2
- COC(=O)C1CC(=O)N(CCC(C)C)C12CCN(Cc1ccc(OC)cc1OC)CC2 (stereo unspecified)
→ 0.0, 1, -7, 0.5
- O=C(Nn1c(SCc2ccccc2F)nc2ccsc2c1=O)c1cccc(Br)c1
→ -0.1, -15, 2, 3.2

In the list so far, five contain a COOH group:
Each structure is followed by: FBW7 act, TEAD-YAP inh, MITF primary, GPR151 ag
- CCOc1ccc(C(=O)N[C@H](C(=O)O)C(C)C)cc1
→ 0.0, 5, 5, 1.4
- O=Cc1cccn1-c1c(C(=O)O)cnn1-c1ccccc1
→ 0.0, -6, -3, 0.1
- CN(C)S(=O)(=O)c1cc(C(=O)O)c(NC2CCCCC2)cc1Cl
→ 0.4, 7, 11, 0.0
- CSCCC(NS(=O)(=O)c1ccc(Cl)c(C(F)(F)F)c1)C(=O)O (stereo unspecified)
→ 0.1, 3, 7, -0.7
- CN1C(=O)/C(=C\c2ccc(C(=O)Nc3ccc(O)c(C(=O)O)c3)cc2)SC1=S
→ -0.1, -2, -16, 1.0

The list goes on.
Each structure is followed by: FBW7 act, TEAD-YAP inh, MITF primary, GPR151 ag
- COc1ccccc1NS(=O)(=O)c1cc(Cl)c(Cl)cc1Cl
→ -0.1, 2, 8, 0.8
- CC(=O)OCC12C=CC(O1)C1C(=O)N(c3ccccc3[N+](=O)[O-])C(=O)C12 (stereo unspecified)
→ 0.0, -5, 8, 0.9
- O=C(NC1CCCC1)C(c1cccnc1)N(Cc1ccc(F)cc1)C(=O)c1ccco1 (stereo unspecified)
→ 0.0, 0, -8, -0.4
- CC1CCC(NC(=O)CCCn2c3ccccc3c3cn[nH]c(=O)c32)CC1 (stereo unspecified)
→ -0.1, 0, -4, 0.9
- CCOC(=O)C1C(=O)CC(O)(c2ccccc2)CC1C=C(Cl)Cl (stereo unspecified)
→ -0.1, 5, -6, -0.6
- CCN(c1ccccc1C)S(=O)(=O)c1ccc(O)c(C(=O)O)c1
→ -0.1, -3, 48, 0.4
